Assay outcomes from PubChem.
MOR-DOR inv ag – inverse agonists of MOR-DOR heterodimerization, primary screen, cell-based, luminescence; Mu-type opioid receptor (Homo sapiens) + Delta-type opioid receptor (Homo sapiens), …; cell-based MOR-DOR heterodimer luminescence, inverse agonism; inhibition, % at 9.3 µM; 0.21% of 340,000 active; in the data active means inhibition above about 22%, passing the limit was not always enough;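 further: 0% = cells with DMSO and 100% = wells without cells with DMSO; values of inactives mirror those of a sister screen read the other way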
phage Ecoli inh – growth loss of phage-infected E. coli, primary screen, RecBCD inhibitor project, absorbance, with phage, HTS | inhibition, % at 11.9 µM | 0.26% of 360,000 active | AID 651602, 2012; in the data active means inhibition above about 11%
Pemphigus Ab inh – inhibitors of pemphigus antibody binding to DSG3, primary screen, biochemical, bead-based, flow cytometry, scFv-GFP | binding (percent of control), % at 10 µM | AID 588358, 2011 | 0.48% of 310,000 active | DSG3-coupled beads, scFv-anti-DSG3-GFP binding; stronger effect = lower value;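 active means binding more than 3 SD below its plate's average and above zero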;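 further: hits lower antibody fragment binding to DSG3; some compounds called inactive have numbers as strong as hits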
MOR-DOR ag – agonists of OPRM1-OPRD1 heterodimerization, primary screen, cell-based, luminescence; cells; activation, % at 9.3 µM; 0.3% of 340,000 active; AID 504326, 2011; in the data active means activation above about 18%;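 further: 0% = vehicle-treated cells and 100% = reference agonist; values of inactives mirror those of a sister screen read the other way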
E coli growth – E. coli V3065 growth inhibition, primary screen, counter-screen for AddAB inhibitor project, absorbance, OD600. 0.27% of 330,000 active. 18 h. inhibition, % at 11.9 µM;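 active means inhibition above the campaign's mean inhibition across all tested compounds plus 3 SD, cut at about 9.9% in these data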;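 further: uninfected addAB+ strain grown without phage in ampicillin broth; 0% = DMSO wells and 100% = ciprofloxacin 0.95 µg/ml wells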
PfHsp90 yeast 2 – growth inhibition of PfHsp90-expressing yeast, primary screen, antimalarial PfHsp90 inhibitor project, S. cerevisiae, BacTiter-Glo luminescence, single point, set 2 | BacTiter-Glo ATP, 48 h; yeast lacking PDR1 and PDR3 efflux regulators | inhibition, % at 9.4 µM | 0.32% of 310,000 active | AID 504621, 2011;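 active means every replicate shows inhibition above about 80%, whatever the replicate mean, limit read from the data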;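 further: 0% = DMSO neutral controls and 100% = 20 µM radicicol positive controls; yeast relying on Plasmodium falciparum Hsp90 in place of its own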
PKA-R1A activ – activators of PKA-R1A holoenzyme, primary screen, biochemical, fluorescence polarization, Cy5-IP20, bovine R1A, mouse PKAc; cAMP-dependent protein kinase type I-alpha regulatory subunit (Bos taurus) + …; PKA-R1A dissociation; scaled: DMSO 0%, 113 µM cGMP 100%; activation, % at 11.4 µM; 0.083% of 340,000 active; AID 504707, 2011;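 active means percent activation above the mean of all tested compounds plus 3 SD, cut at about 19% in these data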;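 further: higher means more PKAc released from R1A so a rise in polarization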
HTR5A inv ag – HTR5A inverse agonists in luminescence cell assay, primary screen, counter-screen for OPRM1-OPRD1 heterodimer inverse agonist project, full-deck HTS; HTR5A cell line, inverse agonism; inhibition, % at 9.3 µM; 0.083% of 340,000 active; AID 504634, 2011; in the data active means inhibition mostly above about 23%, no sharp cut-off; inactive means mostly below about 18%;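 further: 0% = cells with DMSO and 100% = no-cell wells with DMSO; some compounds called inactive have numbers as strong as hits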
Target sequence (P47898 whole entry, looked up): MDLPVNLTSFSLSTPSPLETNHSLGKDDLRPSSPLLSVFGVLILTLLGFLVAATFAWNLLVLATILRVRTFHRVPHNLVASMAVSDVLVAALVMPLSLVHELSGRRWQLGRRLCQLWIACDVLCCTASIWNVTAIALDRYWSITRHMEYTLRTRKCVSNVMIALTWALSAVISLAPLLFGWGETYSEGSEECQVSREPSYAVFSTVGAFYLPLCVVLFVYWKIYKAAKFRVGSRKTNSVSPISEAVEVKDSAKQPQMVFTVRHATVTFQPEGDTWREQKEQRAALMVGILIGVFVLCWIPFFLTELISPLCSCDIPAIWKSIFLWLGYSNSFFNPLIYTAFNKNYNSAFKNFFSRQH
AddAB inh – growth inhibition of E. coli expressing H. pylori AddAB, primary screen, AddAB inhibitor project, absorbance; inhibition, % at 11.9 µM; AID 435030, 2010; 0.29% of 330,000 active; in the data active means inhibition above about 12%;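 further: 0% = vehicle wells of infected cells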
Mot1-301 SUMO – yeast Mot1-301 growth rescue at high temperature, primary screen, SUMOylation pathway inhibitor project, S. cerevisiae, ATP luminescence, 38.5C | 1% of 320,000 active | growth rescue, % at 18.8 µM | S. cerevisiae Mot1-301 growth rescue; percent above DMSO median, 100 means doubled;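 active means every valid replicate shows activation above 250% relative to neutral control wells; inactive means the rest, any valid replicate at or below 250%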;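 further: OY570 slx delta 5 strain wells were the positive control but not used for scaling; some compounds called inactive have numbers as strong as hits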
HTR5A ag – HTR5A agonists in luminescence cell assay, primary screen, counter-screen for OPRM1-OPRD1 heterodimer agonist project, full-deck HTS | 5-hydroxytryptamine receptor 5A (Homo sapiens), P47898 | cell-based | activation, % at 9.3 µM | 0.61% of 340,000 active | AID 504692, 2011; in the data active means activation mostly above about 9.5%, no sharp cut-off; inactive means mostly below about 7.6%;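 further: 0% = cells with vehicle only and 100% = reference agonist; strong numbers were not always called active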
Numbers without * were called inactive; . = not tested or not shown; & = joins results of further samples. No enrichment for hits; 3.2% or so of the library scored in one or more.

Under each structure: MOR-DOR inv ag	phage Ecoli inh	Pemphigus Ab inh	MOR-DOR ag	E coli growth	PfHsp90 yeast 2	PKA-R1A activ	HTR5A inv ag	AddAB inh	Mot1-301 SUMO	HTR5A ag
1	CC(C)c1ccc2[nH]c3c(c2c1)CCC/C3=N\NC(=O)c1ccncc1
  8.5	-2.3	113.3	-1.7	-0.8	8.4	-1.6	-8.7	-1.3	26.2	0.9
2	CCN(CC)C(=O)c1sc(NC(=O)C(C)C)c(C#N)c1C
  14.3	2.4	98.7	-2.7	0.7	13.1	-9.9	-18.4	2.7	-9.5	9.4
3	O=C(c1cccs1)c1ccccc1Cc1cccs1
  -34.5	0.4	108.0	6.6	.	8.1	4.0	-2.4	.	.	0.6
4	Cc1ccc(CCNC(=O)CSCc2ccc(F)cc2)cc1
  3.4	0.1	105.2	-0.8	-0.7	0.7	-4.5	-25.4	0.0	-2.5	6.8
5	Cc1ccc(C(=O)c2ccccc2C(=O)O)cc1C
  6.3	0.5	100.3	-1.2	0.9	-2.5	-10.7	-4.8	2.0	.	1.7
6	CCCCn1c(N)c(N(CC(C)C)C(=O)c2oc3ccc(Br)cc3c2C)c(=O)[nH]c1=O
  9.0	7.0	97.6	-1.3	-3.5	-8.6	-8.6	5.9	0.9	-9.1	-2.3
7	COc1cc(NC(=O)c2ccco2)c(OC)cc1NC(=O)CSc1nnc(-c2cccs2)n1C
  14.6	1.6	90.4	-2.9	-1.6	.	13.0	-18.0	-0.7	3.9	6.9
8	O=C(NCCOc1ccccc1)C1CCC(=O)N(CCCN2CCCC2=O)C1 (stereo unspecified)
  15.5	-0.5	86.4	-2.9	-0.9	-4.4	-9.8	-2.6	-0.4	-11.6	2.4
9	CCNc1ccc(C(=O)OCC(=O)NC(=O)NCC(C)C)cc1[N+](=O)[O-]
  1.7	0.9	99.3	-0.3	-3.1	-19.1	6.2	13.9	-0.2	-1.0	-0.5
10	CCNc1nc(NCc2ccccc2)nc(SCC(=O)Nc2ccccc2)n1
  -0.4	1.6	103.7	0.1	1.1	18.9	3.9	8.2	2.2	40.2	-3.1
11	COCc1nc(-c2cc(Br)ccc2OC)no1
  13.3	3.9	101.5	-3.2	1.1	-13.6	-4.3	10.8	3.2	63.0	-5.0
12	O=C(CSc1nnc(-c2ccncc2)n1CC1CCCO1)Nc1nccs1 (stereo unspecified)
  13.1	0.5	.	-2.6	-0.8	-6.7	6.8	23.9	-0.6	-1.9	0.4
13	CCOc1ccccc1OCCCC(=O)Nc1ccc(OC)nc1
  10.4	0.6	96.2	-1.8	-2.1	12.3	-3.2	-4.8	-1.6	13.7	1.9
14	CCc1nn(CC(=O)NCCCN2CCOCC2)c(=O)c2cc3sccc3n12
  10.7	2.4	.	-2.1	-1.4	-66.9	-0.2	6.4	2.0	1.7	-2.5
15	CC(=O)c1ccc(N2CCN(C(=O)c3ccc(NC(=O)C4CCCO4)cc3)CC2)cc1 (stereo unspecified)
  16.9	3.6	.	-2.8	-0.2	17.4	-6.2	-17.7	0.4	0.6	6.6
16	COc1ccccc1NC(=O)c1cc2ccccc2o/c1=N\O
  -29.4	3.7	94.6	4.9	2.0	-1.8	0.5	22.4	3.1	-7.7	-0.4
17	CCCCCn1c(=O)[nH]c2cc(C(=O)NCCN3CCOCC3)ccc2c1=O
  16.7	1.3	.	-2.7	-2.2	-14.9	-8.0	-10.5	1.6	73.5	3.9
18	c1ccc(COCCN2CCN(CCOCc3ccccc3)CC2)cc1
  4.3	.	100.8	-0.8	-0.5	0.8	2.1	6.8	0.4	17.9	1.5
19	N=C1C(=O)OCC1c1cc(Cl)ccc1NC(=O)Nc1ccccc1 (stereo unspecified)
  4.2	1.5	.	-0.8	1.0	.	4.8	7.8	-0.3	-10.6	-2.5
20	COc1cccc(CN(C)C(=O)c2cccc(OCc3ccccc3)c2)c1
  -12.1	0.8	.	1.7	2.7	-13.3	1.0	-0.6	1.3	7.2	-0.7
21	OCCNC1=NCCN1
  2.9	1.6	.	-0.7	0.9	7.2	-0.3	-5.1	4.5	405.0	2.0
22	COc1cccc(NC(=O)N2CCC(C(N)=O)(N3CCCCC3)CC2)c1
  4.5	2.6	99.2	-0.8	-0.4	-2.5	9.5	-7.0	1.1	4.4	-3.5
23	CC1CCCCC1NC(=O)CSc1nnc(-c2ccncc2)n1CCCN(C)C (stereo unspecified)
  -1.7	-0.7	.	0.2	1.6	12.9	8.4	1.9	2.5	-14.2	-0.7
24	COc1ccc(NS(=O)(=O)c2cc(NC(=O)/C=C/c3cc(OC)c(OC)c(OC)c3)ccc2N2CCCCC2)cc1
  1.5	2.3	97.8	-0.3	0.8	8.5	-0.5	5.6	3.8	7.9	-1.6
25	O=C(NCCCN1CCOCC1)c1c(-c2ccccc2)sc2ccccc12
  -4.0	3.1	98.3	0.8	-2.5	-3.4	0.1	22.8	2.0	.	-6.2
26	CC[C@H](C)C(=O)O[C@H]1C[C@@H](C)C=C2C=C[C@H](C)[C@H](CC[C@@H]3C[C@@H](O)CC(=O)O3)[C@H]21
  -4.0&-19.6	3.8&0.6	97.6	0.8&3.7	-0.7&0.2	7.1&-8.7	-10.5&-6.2	-6.8&-0.1	0.4&1.4	252.6&-23.9	1.9&0.0
27	Nc1cc(N)nc(SCC(=O)N2CCN(C(=O)c3ccco3)CC2)n1
  -3.9	2.4	105.5	0.6	0.7	-18.2	9.2	7.8	1.1	5.6	-3.0
28	O=C(NNC(=O)c1ccc2ccccc2c1O)c1ccccc1Cl
  8.3	11.7*	105.3	-1.7	15.4*	.	3.8	13.4	14.4*	8.8	-6.1
29	CCCn1c(NCc2ccc(N(C)C)cc2)nc2ccccc21
  12.0	1.6	91.5	-2.3	-1.1	2.0	-19.7	-5.7	2.8	2.9	2.0
30	CC(C)N(Cc1ccccc1)C(=O)c1ccc2nsnc2c1
  6.6	-1.2	106.3	-1.2	1.7	-4.6	-6.0	-7.4	0.1	-6.9	0.1
31	CC[C@H](C)[C@@H](C(=O)N1CCNCC1)n1cc([C@@H](N)Cc2ccc(O)cc2)nn1
  13.9	4.0	101.7	-2.4	-1.2	-8.7	1.6	-7.5	1.9	13.6	0.3
32	COCCNC(=S)N(Cc1cccs1)Cc1cc2cccc(C)c2[nH]c1=O
  7.1	2.4	110.8	-1.4	0.8	-32.1	-5.7	1.5	3.6	200.1	-0.5
33	Cc1cc(C)c(OCC(=O)Nc2cccc(O)c2)cc1C
  0.8	4.1	108.1	-0.1	1.4	0.5	-3.3	-30.6	-3.5	17.5	2.9
34	COc1cc(NC(=O)c2ccc3c(c2)OCO3)c2ncccc2c1
  -35.5	2.0	96.5	6.0	1.9	-19.4	2.9	12.8	2.0	-2.8	0.8
35	O=C(Nc1cc([N+](=O)[O-])ccc1C(=O)Nc1cccnc1)c1ccccc1
  -25.9	1.8	96.5	5.1	-0.4	-2.5	0.2	2.2	-0.4	-14.7	-0.9
36	COc1ccc(NC(=O)COC(=O)CN2C(=O)C3CC=CCC3C2=O)c([N+](=O)[O-])c1 (stereo unspecified)
  -4.7	0.6	.	1.2	1.4	7.7	5.4	-0.4	0.7	18.1	0.2
37	C=CCN=Cc1c(C)[nH]n(-c2ccccc2)c1=O
  22.5	1.6	81.2	-4.5	1.3	-25.7	-5.7	5.5	2.4	.	2.0
38	O=C(OC(c1ccccc1)c1nccc2ccccc12)c1cccc([N+](=O)[O-])c1 (stereo unspecified)
  -2.1	5.0	108.1	0.3	0.5	-1.1	-8.0	-1.4	4.2	270.7	2.5
39	O=C(CCC1CCN(C(=O)c2ccco2)CC1)NCc1ccc(F)cc1
  15.3	3.4	.	-2.9	-1.7	-17.6	-4.4	-1.3	-2.3	-5.4	-0.4
40	Cc1cc(=O)[nH]c(N/N=C/C2=C(N3CCOCC3)C(=C\c3ccc(Cl)cc3)/CC2)n1
  -7.8	1.6	98.0	1.5	-0.9	7.2	-3.0	-8.5	5.1	-2.7	8.9
41	O=C(Nc1ccc(S(=O)(=O)N2CCCCC2)cc1)C1CC1
  -11.9	2.3	127.8	1.4	-4.2	9.1	-4.4	-3.1	0.7	14.6	-4.0
42	COc1cccc(CNC(=O)CCS(=O)(=O)c2cc3c(cc2C)NC(=O)CO3)c1
  -12.5	3.6	105.5	2.1	-2.5	32.9	-19.3	-7.6	0.2	20.2	2.5
43	COC(=O)c1cc2n3ccccc3c(C)c(-c3ccccc3)c-2c1C(=O)OC
  3.9	2.4	104.2	-0.7	0.1	0.2	9.4	0.6	5.0	-0.8	-0.2
44	CC1=C(C#N)C(c2cccnc2)C2=C(CC(C)(C)CC2=O)N1 (stereo unspecified)
  1.2	-1.2	100.1	-0.2	-0.8	13.6	-10.5	-10.8	-0.3	.	3.8
45	NC(=O)c1sc2nccc(Nc3ccccc3)c2c1N
  5.6	2.4	.	-1.1	1.1	-2.7	-5.6	4.0	2.1	11.5	-1.3
46	Cc1ccc(S(=O)(=O)c2nc(S(=O)(=O)CCO)sc2N2CCOCC2)cc1
  9.3	2.3	.	-1.7	-1.5	-6.9	-13.3	-2.4	0.7	6.3	1.1
47	CCn1c(SCCN2CCCCC2)nc2c1c(=O)n(C)c(=O)n2C
  -0.4	3.5	109.5	0.1	.	14.6	-8.4	-19.7	.	.	2.1
48	O=S1(=O)c2ccccc2Nc2ccccc21
  7.8	1.2	90.0	-1.4	1.4	12.3	-4.6	-42.9	3.8	23.2	10.9
